# Source: PubChem
# GSK3B inh = inhibitors of human GSK3beta kinase. GST-GSK3beta kinase, ADP-Glo luminescence, 60 min; active compounds read low. actives 0.038% (n = 300,000). activity score (negative = inhibition), % at 10 µM. P49841;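 active means more than half of replicate wells score below -50%, meaning over 50% inhibition versus plate controls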;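 further: 0% = median DMSO wells and -100% = median GW8510 positive control wells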
# Target sequence (P49841 whole entry, looked up): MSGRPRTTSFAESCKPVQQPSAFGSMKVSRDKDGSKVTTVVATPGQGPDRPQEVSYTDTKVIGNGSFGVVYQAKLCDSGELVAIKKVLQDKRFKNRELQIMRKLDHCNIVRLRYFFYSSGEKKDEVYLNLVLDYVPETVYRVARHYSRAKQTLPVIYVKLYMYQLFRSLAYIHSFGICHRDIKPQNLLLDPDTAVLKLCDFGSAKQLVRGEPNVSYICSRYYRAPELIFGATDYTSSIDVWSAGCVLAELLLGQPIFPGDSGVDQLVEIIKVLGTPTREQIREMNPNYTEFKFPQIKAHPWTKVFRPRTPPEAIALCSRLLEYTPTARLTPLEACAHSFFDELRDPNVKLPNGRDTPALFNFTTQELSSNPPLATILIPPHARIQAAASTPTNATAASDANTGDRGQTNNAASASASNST
#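 test system = GST-tagged human GSK3beta kinase, cell-free | reagent = 25 µM ATP with peptide substrate | dosing = one dose of 10 µM per compound | schedule = 60 min reaction, RT | detection = luminescent ADP-Glo measurement of ADP formed | control set = DMSO neutral wells and GW8510 at 20 µM as positive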
# HSP90 refold inh = inhibitors of HSP90 luciferase refolding in rabbit reticulocyte lysate. luciferase refolding luminescence, 3 h. inhibition, % at 5.6 µM. actives 0.91% (n = 290,000). AID 1789;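 active means inhibition above the screen-wide mean plus 3 SD, computed separately per campaign, cut at about 16% in these data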;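 further: 0% = DMSO wells and 100% = 60 µM geldanamycin wells; inhibitors lower the luminescence because luciferase stays unfolded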
# IEC-6 cytotox = counter-screen for KLF5 inhibitors: cytotoxicity in IEC-6 cells | IEC-6 cytotoxicity, luminescence viability | inhibition, % at 5 µM | actives 0.78% (n = 290,000) | AID 1825; in the data active means inhibition above about 22%;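 further: 0% = plate median of test compound wells and 100% = cytotoxic reference compound wells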
# aSyn UTR inh = MLPCN primary screen, SNCA 5' untranslated region | inhibition, % (tested at 7.5 µM) | alpha-synuclein 5'UTR reporter, inhibitor activity | AID 1813 | actives 0.82% (n = 300,000); in the data active means inhibition above about 60%;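 further: H4 neuroglioblastoma cells stably carrying SNCA 5'UTR luciferase fusion; 0% = DMSO wells and 100% = positive control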
# PolyA inh = yeast polyadenylation inhibition; S. cerevisiae SKY197-pL101 polyadenylation reporter, beta-gal luminescence; efflux-impaired pdr1/pdr3 knockout yeast; score 100 = 6 SD above DMSO; calls only at 12 µM; actives 0.02% (n = 300,000); AID 1875;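 active means lowest replicate activity score at least 50, where 100 means six control SD above control mean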;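 further: yeast exposed to compound for 9 h at 30 °C; higher score means more reporter readthrough which indicates perturbed polyadenylation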
# HSF1 activator = increases HSF-1 driven luciferase reporter signal | activation, % at 9 µM | actives 1.7% (n = 300,000) | NIH3T3-HGL HSF-1 luciferase reporter, MG132, 8 h; 100% = twice DMSO control signal;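 active means mean replicate activation of at least 50% with a set share of replicates each reaching 50%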;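 further: 0% = median of the neutral control wells and 100% = twice that signal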
# HSF1 inhib = HSF1 inhibition | NIH3T3-HGL HSE-luciferase, MG132-induced, luminescence 8 h; active compounds read low | activity change, negative = inhibition, % at 7.5 µM (by protocol) | actives 0.77% (n = 300,000);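 active means more than half of replicate wells show activity change below -50%, luminescence cut by over half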;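 further: luciferase reports HSF-1 transcriptional activity via heat shock element; 0% = median of DMSO wells and -100% = zero luminescence signal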
# KLF5 inh = kruppel-like factor 5 inhibition | DLD-1 KLF5 promoter-luciferase reporter, luminescence | actives 0.23% (n = 290,000) | inhibition, % at 5 µM;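 active means inhibition above a per-plate limit of that plate's mean compound inhibition plus 3 SD, cut at about 60% in these data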;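 further: 0% = DMSO wells and 100% = LY294002 at 200 µM; higher means less KLF5 promoter-driven luciferase light; inactives centre near -14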
# AI-2 QS mod = Vibrio harveyi AI-2 quorum sensing modulation; Vibrio harveyi JMH597 AI-2 luminescence/OD600 ratio, 9 h; active compounds read low; strain lacks LuxN and CqsS sensors; 0 = neutral-control median; activity change, % at 7.5 µM; actives 0.4% (n = 300,000); in the data active means activity change below about -75%, passing the limit was not always enough;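 further: luminescence divided by OD600 gain over 9 h not by final OD600 alone; inactives centre near 13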
# GSK3A inh = inhibitors of human GSK-3 alpha kinase. actives 0.1% (n = 320,000). inhibition, % at 10 µM. AID 2650. ADP-Glo luminescence, 60 min. P49840;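 in the data active means inhibition above about 50%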;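 further: GST-tagged GSK-3 alpha with peptide substrate and 25 µM ATP; 0% = DMSO neutral wells and 100% = GW8510 positive control wells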
# Target sequence (P49840 whole entry, looked up): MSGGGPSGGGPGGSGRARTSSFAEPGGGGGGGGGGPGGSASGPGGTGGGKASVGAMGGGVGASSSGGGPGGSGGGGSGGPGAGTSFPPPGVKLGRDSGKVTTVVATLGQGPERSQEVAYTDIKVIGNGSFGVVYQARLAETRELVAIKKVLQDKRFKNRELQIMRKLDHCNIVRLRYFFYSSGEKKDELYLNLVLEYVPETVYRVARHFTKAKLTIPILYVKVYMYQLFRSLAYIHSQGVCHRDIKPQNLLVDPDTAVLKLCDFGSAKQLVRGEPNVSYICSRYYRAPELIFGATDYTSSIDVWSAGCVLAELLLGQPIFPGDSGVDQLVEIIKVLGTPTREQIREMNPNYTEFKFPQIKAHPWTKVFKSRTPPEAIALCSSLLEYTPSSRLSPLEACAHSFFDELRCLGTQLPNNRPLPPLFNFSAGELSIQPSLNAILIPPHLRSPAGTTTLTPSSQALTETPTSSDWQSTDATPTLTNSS
# Starred values were filed as active, the others as inactive; i = inactive; · = not tested or not shown; & = joins results of further samples. These rows are one share of the data; rates above refer to the full screens.
SMILES,GSK3B inh,HSP90 refold inh,IEC-6 cytotox,aSyn UTR inh,PolyA inh,HSF1 activator,HSF1 inhib,KLF5 inh,AI-2 QS mod,GSK3A inh
O=C(O)CCC(=O)N1N=C(c2ccco2)CC1c1cccs1 (stereo unspecified),-26,-4,-6,-1,i,4,-3,-28,26,5
COC(=O)C1C(C(=O)OC)C1(c1ccccc1)c1ccccc1 (stereo unspecified),-3,-1,2,17,i,-6,-1,10,16,0
Cc1ccc(NC(=O)c2ccc3c(=O)n4c(nc3c2)CCCCC4)cc1F,-1,1,-3,-15,i,26,1,-34,4,0
O=C1C(=O)N(CCN2CCOCC2)C(c2ccc(Cl)c(Cl)c2)/C1=C(/O)c1ccc2c(c1)OCO2 (stereo unspecified),0,4,7,-5,i,15,-7,-29,-12,-4
CN(CC(=O)Nc1c(Cl)cccc1Cl)C(=O)c1n[nH]c2ccccc12,2,·,·,7,i,-10,-7,·,11,·
CN1CCN(CCC(=O)Nc2ccc(F)c(F)c2)CC1,-2,-1,-5,4,i,-6,-4,-10,-1,-3
COCCN(C(=O)COC(=O)c1cc2ccccc2cc1O)c1c(N)n(Cc2ccccc2)c(=O)[nH]c1=O,0,·,·,4,i,2,1,·,22,2
Cc1sc(NC(=O)CS(=O)(=O)c2ccccc2)c(C#N)c1C,2,·,·,-87,i,9,13,·,3,-2
CCc1ccc(NC(=O)C2CCCN(S(=O)(=O)c3ccc4c(c3)CCCN4C(C)=O)C2)cc1 (stereo unspecified),1,-6,-6,13,i,-4,1,-33,25,0
CCC(=O)Nc1cccc(C(=O)OC)c1,-2,-3,-4,-10,i,0,0,-9,9,1
CC(C)C(OC(=O)c1cc2sccc2n1C)C(=O)NCC1CCCO1 (stereo unspecified),0,2,-4,12,i,3,9,-18,-4,-3
COc1ccc(C(=O)C2CCN(C(=O)Nc3ccccc3C)CC2)cc1,1,-5,1,20,i,2,2,11,10,-2
Cc1ccc(F)c([C@H]2[C@@H]3C=CCC[C@@]3(C)C(=O)N2Cc2ccccc2)c1,-1,·,·,-8,i,33,16,·,4,2
CN(C)c1oc(-c2ccccc2Cl)nc1S(=O)(=O)c1ccccc1,-1,-2,-6,24,i,26,4,-33,21,0
Cc1ccc2c(c1)N(CCC(=O)NCc1cccnc1)C(=O)CO2,3,2,0,20,i,4,3,2,13,-2
Cc1nc2ccccc2c2c(N)c3ccccc3n12,-5,2,0,-32,i,15,11,-17,51,2
CN1C(=S)SC2CS(=O)(=O)CC21C (stereo unspecified),-5,2,0,5,i,-4,5,-16,9,-1
CCOC(=O)C1CCN(C(=O)c2ccccc2NC(=O)C2=C(C)OCCS2)CC1,2,-1,2,-15,i,1,-5,-15,18,-1
COc1ccc(C(=O)NC(=S)Nc2ccc(N3CCN(C(C)=O)CC3)cc2)cc1[N+](=O)[O-],-2,1,6,16,i,2,3,-6,·,1
Cc1c(NC(=O)CSC(=S)N2CCCC2)c(=O)n(-c2ccccc2)n1C,-1,·,·,2,i,-4,-8,·,20,·
CC(C)C(C(=O)Nc1ccc(S(N)(=O)=O)cc1)N1C(=O)c2ccccc2C1=O (stereo unspecified),-3,-3,-4,-2,·,32,-6,-37,28,-2
Cc1ccnc(NC(=O)CSc2nnc3c(n2)[nH]c2ccccc23)c1,-1,-1,-2,-22,i,8,7,-13,-32,·
COC(=O)c1cc(Cl)c(N)cc1OC,0,0,2,-3,i,3,1,-9,25,-3
O=C(Nc1nccs1)C1CCN(S(=O)(=O)c2ccc(Cl)c(C(F)(F)F)c2)CC1,-4,-1,-1,25,i,28,12,-53,8,·
C#CCOc1ccccc1CNC1CCN(Cc2ccccc2)CC1,-3,6,6,-18,i,-4,-3,10,-1,-2
CCN=C1SC(C(=O)Nc2ccc(Cl)c(Cl)c2)CC(=O)N1CC (stereo unspecified),-1,0,-1,10,i,35,9,-5,21,2
O=S(=O)(Nc1cccc(-n2cnnn2)c1)c1ccccc1C(F)(F)F,-2,-3,2,6,i,2,-3,-34,33,-3
CC(CSc1nnnn1-c1ccccc1)Cn1c(N2CCN(C)CC2)nc2c1c(=O)[nH]c(=O)n2C (stereo unspecified),-3,-3,-1,-33,i,-26,-6,-10,2,2
COc1cccc2sc(N(CCCN(C)C)C(=O)c3ccc(S(=O)(=O)N4CCCc5ccccc54)cc3)nc12,-2,0,-2,64*,i,9,-6,-11,-7,-1
COc1ccccc1C(C)NS(=O)(=O)c1ccc(Cl)nc1 (stereo unspecified),-3,·,·,-12,i,9,1,·,11,-3
Nc1nc(NCC2CCCO2)nc(Nc2ccccc2)c1[N+](=O)[O-] (stereo unspecified),2,-1,-5,45,i,-13,-2,-10,18,10
COc1ccc(C)c2sc(NC(=O)C3CC3)nc12,0,0,-5,-56,i,-3,12,15,20,0
COc1ccc(C2/C(=C(/O)c3ccccc3)C(=O)C(=O)N2C)c(OC)c1 (stereo unspecified),0,-1,0,8,i,2,3,3,-5,-2
Cc1ccccc1Nc1nnc(SCC(=O)NCc2ccco2)s1,·,4,1,·,·,·,·,-4,·,-2
COc1ccc(CN2C(=O)CCC(C(=O)O)C2c2ccccc2)cc1 (stereo unspecified),1,0,-6,-27,i,-12,-3,-17,4,-1
O=C(O)c1ccc(-n2nc(C(F)(F)F)c3c2CCCC3)cc1,-2&-1,0&6,2&6,-7&23,i,14&-3,6&3,-17&-21,29&20,-3
Cc1c([N+](=O)[O-])c([N+](=O)[O-])nn1CC(=O)NCCc1ccccc1,2,4,8,-58,i,12,4,-9,12,1
Cc1cc(NC(=O)COC(=O)CNS(=O)(=O)c2ccc(C)c(C)c2)no1,2,-1,-3,-9,i,-6,-3,-17,15,-3
O=C(O)CCC(=O)NNc1ncnc2ccccc12,-3,0,4,14,i,12,-7,-32,23,8
CC(=O)c1ccc(NC(=O)C2CC(c3ccc(F)cc3)=NO2)cc1 (stereo unspecified),-5,-3,3,4,i,-2,-10,-12,7,-1
COc1ccc(CN(CCC(c2ccc(F)cc2)C2CCOC(C)(C)C2)C(=O)c2ccco2)cc1 (stereo unspecified),0,-2,-1,6,i,-2,-10,-16,26,0
O=C(COC(=O)c1ccco1)NCCNC(=O)COC(=O)c1ccco1,-7,1,6,-5,i,-6,-1,-16,6,3
CCOC(=O)N1CCN(C(=O)C2CCCN(c3ncnc4c3nc3n4CCCCC3)C2)CC1 (stereo unspecified),1,0,2,12,i,14,-7,-6,16,1
CN1CCN(C(=O)c2cc3c(n(-c4ccccc4)c2=O)CC(C)(C)CC3=O)CC1,1,5,4,11,i,-17,-11,16,-6,-2
Cc1ccc(C)n1-c1ncc(Br)cn1,-2,-3,-3,2,i,-10,-8,-24,32,-3
O=C(NCCc1ccccc1)c1cnc2sccn2c1=O,-3,0,-3,-90,i,17,14,-77,12,-1
Cc1ccc(C(=O)N2CCC(C)CC2)cc1S(=O)(=O)N1CCCCC1,3,-2,-3,-14,i,1,2,-10,15,0
FC(F)Oc1ccccc1/C=N/Nc1nc2ccccc2o1,2,2,7,-165,i,37,23,-119,23,-1
Nc1nnnn1CC(=O)OCc1cccc(Br)c1,-5,-4,0,8,i,8,0,-7,10,-4
CCOC(=O)Cn1c(-c2nonc2NC(=O)c2ccccc2F)nc2ccccc21,0,-4,0,18,i,39,7,21,16,14
Cc1ccc(Sc2ccc(NC(=O)CCl)cc2)c(C)c1,1,1,-7,-12,i,76*,41,-24,32,0
Cc1cccc(N(CC(N)=O)S(C)(=O)=O)c1C,3,4,6,-9,i,6,0,-17,4,5
COc1cccc(CNC(=O)CNS(=O)(=O)c2ccc(Br)s2)c1,2,5,0,0,i,12,-5,-6,27,-1
CCOc1ccc(-c2c(=O)n(OCc3ccccc3Br)c3ccccc3[n+]2[O-])c(OCC)c1,1,-2,4,-27,i,6,-3,-5,5,0
COc1ccccc1N1CCN(C(=O)NCc2cccc(C(F)(F)F)c2)CC1,0,0,-5,22,i,2,-4,-11,33,-6
COc1ccc(Cl)cc1NC(=O)C/C(C)=N/NC(=O)COc1ccc(C)cc1,2,-3,1,1,i,7,9,-1,22,-2
CC(C)NC(=O)CSc1nnc(-c2ccc3ncccc3c2)n1C,2,-4,-5,12,i,7,-12,2,7,-1
CCCCNCC(=O)Nc1ccc(NC(=O)CNCCCC)cc1,2,-1,-1,-17,i,-1,-1,-6,36,1

# Already shown: 13 of the compounds above.
SMILES,GSK3B inh,HSP90 refold inh,IEC-6 cytotox,aSyn UTR inh,PolyA inh,HSF1 activator,HSF1 inhib,KLF5 inh,AI-2 QS mod,GSK3A inh
O=C(NCCc1ccccc1)c1cnc2sccn2c1=O,-3,0,-3,-90,i,17,14,-77,12,-1
Cc1ccc(C(=O)N2CCC(C)CC2)cc1S(=O)(=O)N1CCCCC1,3,-2,-3,-14,i,1,2,-10,15,0
FC(F)Oc1ccccc1/C=N/Nc1nc2ccccc2o1,2,2,7,-165,i,37,23,-119,23,-1
Nc1nnnn1CC(=O)OCc1cccc(Br)c1,-5,-4,0,8,i,8,0,-7,10,-4
CCOC(=O)Cn1c(-c2nonc2NC(=O)c2ccccc2F)nc2ccccc21,0,-4,0,18,i,39,7,21,16,14
Cc1ccc(Sc2ccc(NC(=O)CCl)cc2)c(C)c1,1,1,-7,-12,i,76*,41,-24,32,0
Cc1cccc(N(CC(N)=O)S(C)(=O)=O)c1C,3,4,6,-9,i,6,0,-17,4,5
COc1cccc(CNC(=O)CNS(=O)(=O)c2ccc(Br)s2)c1,2,5,0,0,i,12,-5,-6,27,-1
CCOc1ccc(-c2c(=O)n(OCc3ccccc3Br)c3ccccc3[n+]2[O-])c(OCC)c1,1,-2,4,-27,i,6,-3,-5,5,0
COc1ccccc1N1CCN(C(=O)NCc2cccc(C(F)(F)F)c2)CC1,0,0,-5,22,i,2,-4,-11,33,-6
COc1ccc(Cl)cc1NC(=O)C/C(C)=N/NC(=O)COc1ccc(C)cc1,2,-3,1,1,i,7,9,-1,22,-2
CC(C)NC(=O)CSc1nnc(-c2ccc3ncccc3c2)n1C,2,-4,-5,12,i,7,-12,2,7,-1
CCCCNCC(=O)Nc1ccc(NC(=O)CNCCCC)cc1,2,-1,-1,-17,i,-1,-1,-6,36,1
